AMA1-RON2 inh – qHTS for Inhibitors of AMA1-RON; Towards Development of Antimalarial Drug Lead: Primary Screen; Plasmodium falciparum AMA1 (3D7) - RON2 peptide interaction; AID 720542, 2013; AlphaScreen AMA1-biotinylated RON2 peptide binding; Potency, µM (highest dose often 58.2 µM), inactives show at the top dose activity change, negative = inhibition, hits mostly inhibitors; 360,000 compounds, 0.2% hits;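 further: potency means the concentration at half of the fitted maximal effect; 0% = vehicle wells and -100% = peptide control; nearly all actives have a fitted effect of over 45% in size; some results filed as inactive show a strong effect at the top dose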
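AMA1 (3D7) with his tag at 25 nM final met compounds first, then biotinylated RON2 peptide at 25 nM; detection used donor plus acceptor beads, 10 µg/mL apiece, read by AlphaScreen after 30 min at room temperature.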
AmpC detergent – qHTS Inhibitors of AmpC Beta-Lactamase (assay with detergent); Potency, µM (highest dose often 114 µM), for inactives: at the top dose activity change, negative = inhibition, hits mostly inhibitors; AmpC hydrolysis of nitrocefin, absorbance 480 nm, 0.01% Triton; P00811; 370,000 compounds, 0.041% hits;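 further: potency means the concentration at half of the fitted maximal effect; 0% = no-compound wells and -100% = no-enzyme wells; nearly all actives have a fitted effect of over 25% in size; some results filed as inactive show a strong effect at the top dose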
Target sequence (P00811 whole entry, looked up): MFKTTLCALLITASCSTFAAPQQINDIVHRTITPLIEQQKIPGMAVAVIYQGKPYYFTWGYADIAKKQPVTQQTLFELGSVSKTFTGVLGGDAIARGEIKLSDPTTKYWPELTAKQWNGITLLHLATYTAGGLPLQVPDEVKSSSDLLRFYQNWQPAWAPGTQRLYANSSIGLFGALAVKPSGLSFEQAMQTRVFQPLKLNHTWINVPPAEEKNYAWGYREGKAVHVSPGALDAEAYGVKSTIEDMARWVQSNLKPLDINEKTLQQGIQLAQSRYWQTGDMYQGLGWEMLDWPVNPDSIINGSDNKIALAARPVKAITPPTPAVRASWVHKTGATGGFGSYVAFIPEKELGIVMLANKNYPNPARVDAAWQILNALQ
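AmpC (5.3 nM in the dispensed reagent) in 20 mM phosphate pH 7.0 with 0.01% (detergent screen) or 0.0001% Triton X-100 was preincubated with compounds for 15 min at room temperature. Nitrocefin was then added from an 800 uM solution, and hydrolysis was followed at 480 nm.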
Shiga inhibitor – A qHTS for Small Molecule Inhibitors of Shiga Toxin | Vero cells, Shiga toxin protein synthesis inhibition reporter | inhibition, % at 38.7 µM | 290,000 compounds, 9.2% hits | AID 2315, 2010; in the data active means inhibition mostly above about 28%, no sharp cut-off; inactive means mostly below about 43%; further: 0% is about no effect
AmpC inh no detg – qHTS Inhibitors of AmpC Beta-Lactamase (assay without detergent). P00811. AmpC nitrocefin hydrolysis, absorbance 480 nm, 0.0001% Triton. Potency, µM (top dose mostly 57.1 µM), inactives show at the highest dose activity change, negative = inhibition, most hits filed as inhibitors. 330,000 compounds, 0.52% hits;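 further: potency means the concentration at half of the fitted maximal effect; plate controls were no compound for no effect and no enzyme for full effect; nearly all actives have a fitted effect of over 20% in size; some results filed as inactive show a strong effect at the top dose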
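20 mM phosphate pH 7.0 + 0.01% (detergent screen) or 0.0001% Triton X-100; 5.3 nM AmpC reagent; cpd preinc 15 min RT; nitrocefin (800 uM stock) to start; A480 q20 s × 4 min; Activity was normalised to no-enzyme and no-compound control wells.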
Giardia FBPA inh – qHTS Assay for Inhibitors of Fructose-1,6-bisphosphate Aldolase from Giardia Lamblia; A8B2U2; purified Giardia FBPA; Potency, µM (doses to about 59.6 µM), inactives show at the top dose activity, negative = inhibition, most hits filed as inhibitors; 290,000 compounds, 0.71% hits; further: potency means the concentration at half of the fitted maximal effect; on the % scale 0 is the no-effect control and ±100 the full control effect; nearly all actives have a fitted effect of over 55% in size
Target sequence (A8B2U2 whole entry, looked up): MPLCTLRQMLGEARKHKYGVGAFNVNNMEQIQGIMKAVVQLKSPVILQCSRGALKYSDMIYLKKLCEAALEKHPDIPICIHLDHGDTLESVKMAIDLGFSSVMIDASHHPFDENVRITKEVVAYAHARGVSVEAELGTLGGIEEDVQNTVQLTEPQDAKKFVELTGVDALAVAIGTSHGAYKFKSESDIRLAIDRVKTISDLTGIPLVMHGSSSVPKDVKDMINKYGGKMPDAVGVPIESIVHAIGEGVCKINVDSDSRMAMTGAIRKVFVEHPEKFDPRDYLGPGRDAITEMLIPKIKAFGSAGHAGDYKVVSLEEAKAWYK
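40 nM FBPA preincubated 10 min at RT with compound (up to 57.5 uM final), then substrate plus GAPDH/TPI/NAD/arsenate coupling and diaphorase/resazurin added. Fluorescence read after 20 min at RT, 525/598 nm.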
HCMV antiviral – qHTS Assay for inhibitors of the human cytomegalovirus (HCMV). HFF cells, HCMV-luciferase reporter, 72 h; stronger effect = lower value. activity change, negative = inhibition, % at 57.5 µM. 410,000 compounds, 4.5% hits; in the data active means activity change below about -60%; inconclusive means no clear call, values can overlap the other calls; inactive means above about -39%; further: on the % scale 0 is the no-effect control and ±100 the full control effect
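Two compound doses tested in HFFs infected with HCMV-luciferase, MOI 1 PFU/cell, 72 h at 37C. Lysate luminescence read with OneGlo; data normalized against buffer-only and 10uM Salinomycin inhibitor controls.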
CHX counter – Cycloheximide Counterscreen for Small Molecule Inhibitors of Shiga Toxin; 300,000 compounds, 12% hits; max response, %; AID 2314, 2010; cell reporter, cycloheximide protein synthesis inhibition counterscreen; in the data active means max response mostly above about 13%, no sharp cut-off; inactive means mostly below about 14%; further: read at 38.3 µM for the half of the compounds with a filed dose; 0% is about no effect
Active calls of the source: *; u = inconclusive; x = not tested or not shown; [ ] = dose if it differs, or a comment. Unless noted, the call rests on the fitted dose curve; in most records, active means well fitted curve in the direction sought with a large enough effect; inconclusive means small, poorly fitted or top-dose-only effect, or another doubt; inactive means no such curve, though single readings can be large; an effect the other way counts as inactive or inconclusive.

The first 5 entries, ahead of the listing:
Below each SMILES: AMA1-RON2 inh	AmpC detergent	Shiga inhibitor	AmpC inh no detg	Giardia FBPA inh	HCMV antiviral	CHX counter
- CCOc1ccc(OCC)c(NC(=O)C2C3C=CC(O3)C2C(=O)NCc2ccco2)c1 (stereo unspecified)
 : -8%	4%	17	3%	-20%	3	8
- C[N+]1(C)[C@@H]2CC[C@H]1CC(OC(=O)[C@@H](CO)c1ccccc1)C2 (stereo partly specified)
 : -9%	0%	-8	-15%	-12%	-24	1
- CCCN(CCC)c1nc(N(CCC)CCC)[nH]c(=O)n1
 : -10%	3%	-15	-20%	4%	-28	-5
- Cc1ccc(F)c(NC(=O)c2cncn2-c2ccccc2)c1
 : 38%[activator]	-9%	2	-5%	-2%	1	-2
- Nc1ccn(CC(=O)NCc2ccccn2)c(=O)n1
 : -1%	6%	x	-16%	x	30	x

The list itself (from the top)
Below each SMILES: AMA1-RON2 inh	AmpC detergent	Shiga inhibitor	AmpC inh no detg	Giardia FBPA inh	HCMV antiviral	CHX counter
- CCOc1ccc(OCC)c(NC(=O)C2C3C=CC(O3)C2C(=O)NCc2ccco2)c1 (stereo unspecified)
 : -8%	4%	17	3%	-20%	3	8
- C[N+]1(C)[C@@H]2CC[C@H]1CC(OC(=O)[C@@H](CO)c1ccccc1)C2 (stereo partly specified)
 : -9%	0%	-8	-15%	-12%	-24	1
- CCCN(CCC)c1nc(N(CCC)CCC)[nH]c(=O)n1
 : -10%	3%	-15	-20%	4%	-28	-5
- Cc1ccc(F)c(NC(=O)c2cncn2-c2ccccc2)c1
 : 38%[activator]	-9%	2	-5%	-2%	1	-2
- Nc1ccn(CC(=O)NCc2ccccn2)c(=O)n1
 : -1%	6%	x	-16%	x	30	x
- COc1ccc(CNC(=O)C2CCC(=O)N(CC3CCCCC3)C2)cc1 (stereo unspecified)
 : -8%	8%	-15	-15%	x	16	-5
- O=[N+]([O-])c1cc2c(cc1CNCCc1ccc3c(c1)OCO3)OCO2
 : -26%	-1%	29	-20%	u	36	7
- CCN(CC)S(=O)(=O)c1cccc(-c2n[nH]c(=S)n2C)c1
 : 3%	3%	37	-19%	-12%	-20	-4
- COC(=O)CCCC1=CC2=C(c3ccccc3)C(=O)C(C)(OC(=O)C3CCCC3)C(=O)C2=CN1CCCCO (stereo unspecified)
 : 12%	-3%	5	64%[activator]	u	13	-2
- Cc1cc(C)c(S(=O)(=O)N2CCN(C(=O)C3CC3)CC2)c(C)c1
 : 3%	u	x	125%[activator]	x	-19	x
- Cc1c(NC(=O)CN2C(=O)NC3(CCCC3)C2=O)c(=O)n(-c2ccccc2)n1C
 : -3%	-3%	-7	-9%	5%	-101*	-7
- CCC(C)NC(=O)C(NS(=O)(=O)c1ccc2c(c1)c(=O)n(C)c(=O)n2C)c1ccccc1 (stereo unspecified)
 : -8%	u	-16	-9%	0%	-15	-2
- CCN(c1ccccc1)S(=O)(=O)c1cccc(C(=O)NCC(c2cccs2)N(C)C)c1 (stereo unspecified)
 : -11%	-3%	-4	53%	0%	-16	-4
- CC(C(=O)N1CCN(C)CC1)N1C(=O)c2ccccc2C1=O (stereo unspecified)
 : -10%	2%	9	-10%	3%	2	1
- CC1=CC(c2ccccc2)n2nc(NS(=O)(=O)c3ccc(C)cc3)nc2N1 (stereo unspecified)
 : 13%	-1%	2	0%	10%	-20	10
- CC(=O)Nc1ccccc1S(=O)(=O)CC1CC1(Cl)Cl (stereo unspecified)
 : -7%	2%	-3	-3%	11%	u	-2
- C1=C(CCNCc2ccccc2)CCCC1
 : 0%	2%	-2	-18%	-3%	15	0
- Cc1c(Cl)cccc1N1CC(C(=O)Nc2nccs2)CC1=O (stereo unspecified)
 : 2%	1%	-29	-1%	2%	14	-2
- Cc1[nH]c2ccccc2c1N=Nc1cccc(C(=O)O)c1
 : -2%	-4%	108*	-9%	13%	61	58*
- CC(c1ccccc1)n1cc(C(=O)NCCN2CCOCC2)nn1 (stereo unspecified)
 : -8%	-15%	-3	-12%	5%	28	-2
- CCN(CC)c1ccc(CNCCc2ccccc2F)cc1
 : u	6%	-18	-2%	-9%	-8	-3
- COC(=O)c1cc(=O)nc2scc(C)n12
 : 11%	-1%	-6	-14%	5%	20	-3
- CCC(CC)C(=O)Nc1cccc(C(=O)N2CCOCC2)c1
 : -13%	u	5	1%	-9%	2	-5
- COc1ccc2oc(N)c(C=O)c(=O)c2c1
 : 26%	2%	64	-14%	2%	-36	11
- CCOC(=O)C1Cc2cc3c(cc2C1=O)CC(C(=O)OCC)C3=O (stereo unspecified)
 : x	-12%	9	-28%	-5%	x	-3
- COc1ccc(CN2CCC(n3nccc3NC(=O)C3CCCC3)CC2)c(OC)c1
 : -20%	1%	0	65%[activator]	-3%	5	1
- O=C(NCc1ccc2c(c1)OCO2)C(=S)N1CCOCC1
 : 1%	3%	5	9%	8%	-20	12
- CCOC(=O)N1CCC(NC(=O)C2CCN(S(=O)(=O)c3c(C)noc3C)CC2)CC1
 : -20%	-3%	-21	7%	0%	14	9
- C=CCN1C(=O)C(Cc2ccc(OC)cc2)SC1=Nc1ccc(C(=O)O)cc1 (stereo unspecified)
 : 3%	-5%	-11	-6%	14%	-16	-2
- CCCCNCc1cc(Br)c(OCC(=O)NCc2ccccc2)c(OC)c1
 : -2%	1%	20	-4%	0%	u	-2

Compound profiles, from the list above.
CCOc1ccc(OCC)c(NC(=O)C2C3C=CC(O3)C2C(=O)NCc2ccco2)c1 (stereo unspecified) is entered as AMA1-RON2 inh = -8%; AmpC detergent = 4%; Shiga inhibitor = 17; AmpC inh no detg = 3%; Giardia FBPA inh = -20%; HCMV antiviral = 3; CHX counter = 8
CCOC(=O)N1CCC(NC(=O)C2CCN(S(=O)(=O)c3c(C)noc3C)CC2)CC1 is entered as AMA1-RON2 inh = -20%; AmpC detergent = -3%; Shiga inhibitor = -21; AmpC inh no detg = 7%; Giardia FBPA inh = 0%; HCMV antiviral = 14; CHX counter = 9
CC(=O)Nc1ccccc1S(=O)(=O)CC1CC1(Cl)Cl (stereo unspecified) is entered as AMA1-RON2 inh = -7%; AmpC detergent = 2%; Shiga inhibitor = -3; AmpC inh no detg = -3%; Giardia FBPA inh = 11%; HCMV antiviral = u; CHX counter = -2

Further results.
Below each SMILES: AMA1-RON2 inh	AmpC detergent	Shiga inhibitor	AmpC inh no detg	Giardia FBPA inh	HCMV antiviral	CHX counter
- CCOC(=O)c1c(NC(=O)c2noc(C)c2[N+](=O)[O-])sc(C(C)=O)c1C
 : -19%	-3%	-14	-30%	-5%	u	12
- Cc1ccc(S(=O)(=O)CCC(=O)Nc2sccc2C#N)cc1
 : 5%	u	x	-4%	x	-36	x
- COc1ccccc1N(C)S(=O)(=O)c1ccc(C(=O)OC(C)C(=O)NCc2ccc3c(c2)OCO3)cc1 (stereo unspecified)
 : -7%	-2%	-3	0%	-3%	-25	-3
- O=C1NC(=O)N(Cc2ccc(F)cc2)C(=O)/C1=C\c1ccc(N2CCCC2)cc1
 : -22%	-1%	-6	-46%	1%	-9	-2
- CCOc1ccc(CNC(=O)C(C)n2nc(C)c3c(C)n(-c4ccccc4)nc3c2=O)cc1 (stereo unspecified)
 : -12%	u	-3	0%	7%	u	1
- COc1ccc(OC)c(NC(=O)[C@@H]2CCCN2C(=O)c2cccs2)c1
 : 4%	8%	3	-4%	-4%	x	4
- Cc1cc(C)c2c(=O)[nH]c(SCC(=O)c3ccc(C(C)C)cc3)nc2n1
 : -6%	-4%	-5	-44%	-5%	25	1
- NC(=O)c1cc(S(=O)(=O)Nc2ccccc2)cs1
 : -4%	0%	-4	-6%	-8%	-8	-2
- CCOC(=O)Cn1c2c(c(=N)c3c1CCC3)CCCC2
 : 17%	-9%	-5	-11%	-3%	u	-6
- O=C(NCCN1C(=O)S/C(=C/c2cccnc2)C1=O)C1=NN(c2ccccc2)C(=O)CC1
 : 98%[activator]	-5%	x	-18%	x	37	x
- CCC1CCCCN1C(=O)c1cc2c(=O)n3cccc(C)c3nc2s1 (stereo unspecified)
 : -6%	u	20	12%	-8%	x	8
- CCN(CC)C(=O)CN(c1cc2c(cc1OC)oc1ccccc12)S(=O)(=O)c1ccccc1
 : -7%	-1%	43	x	-1%	24	-2
- CCCCC(O)(C(NC=O)C(=O)OC)C(F)(F)F (stereo unspecified)
 : 17%	0%	-10	-3%	13%	-31	-3
- Oc1ccc(/C=C/c2ccc3ccccc3n2)cc1
 : 18%	-2%	24	-43%	-19%	-68*	7
- CN(CCc1ccccn1)Cc1ccc(Cl)cc1Cl
 : -27%	-11%	60	-13%	18µM*	31	17*
- CCCN(CCC)S(=O)(=O)c1ccc(C(=O)Nc2nc3c(s2)CCc2ccccc2-3)cc1
 : 1%	-4%	-7	-27%	0%	-72*	-2
- COc1ccc(N(CC(=O)NCCSc2ccccn2)S(=O)(=O)c2ccccc2)cc1Cl
 : -1%	-1%	-38	13%	x	-15	5
- Cc1ccc(CNC(=O)C2CCN(c3nn4c(=O)cc(C)nc4s3)CC2)cc1
 : 7%	-8%	14	19%	-2%	-22	39
- CCCOc1ccc(C(CC(=O)O)NS(=O)(=O)c2ccc(NC(C)=O)cc2)cc1 (stereo unspecified)
 : 0%	-9%	-13	-9%	9%	-3	-2
- COc1ccc(NC(=O)C2CCN(c3cc(C)nc(-c4ccccc4)n3)CC2)cc1
 : -21%	-1%	-3	65%[activator]	-4%	u	0
- O=C(/C=C/c1ccccc1)NCCSc1ccc(Cl)cc1
 : 1%	-8%	-4	-37%	0%	4	-2
- COc1cccc(-c2csc(N3CCN(C(=S)Nc4ccc(Cl)cc4)CC3)n2)c1
 : 13%	u	75*	-22%	0%	33	24*

Rows are unselected; any-hit rate near 16%.
